CBFb RUNX1 block: blocks binding between human CBF-beta and RUNX1 | AlphaScreen CBFb-His/RUNX1-biotin binding, biochemical | Potency, µM (titrated, usually from 59.8 µM), for the others: at the top dose activity, negative = inhibition, hits mostly inhibitors | 230,000 tested, under 10 active | AID 1477; further: % of control where 0% means no effect
Target sequence (Q01196 whole entry, looked up): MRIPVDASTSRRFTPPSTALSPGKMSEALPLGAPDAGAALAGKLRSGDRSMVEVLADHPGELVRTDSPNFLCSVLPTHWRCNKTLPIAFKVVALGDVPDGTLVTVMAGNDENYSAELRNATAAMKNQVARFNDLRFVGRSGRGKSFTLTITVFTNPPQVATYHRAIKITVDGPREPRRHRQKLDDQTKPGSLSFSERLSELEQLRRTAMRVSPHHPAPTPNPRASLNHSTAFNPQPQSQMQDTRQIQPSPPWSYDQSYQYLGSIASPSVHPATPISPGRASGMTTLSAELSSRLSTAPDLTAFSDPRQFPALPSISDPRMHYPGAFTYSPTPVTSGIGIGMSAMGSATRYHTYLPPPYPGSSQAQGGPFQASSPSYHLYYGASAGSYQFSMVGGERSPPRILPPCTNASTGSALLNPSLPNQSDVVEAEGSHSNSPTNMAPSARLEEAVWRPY
Target sequence (Q13951 whole entry, looked up): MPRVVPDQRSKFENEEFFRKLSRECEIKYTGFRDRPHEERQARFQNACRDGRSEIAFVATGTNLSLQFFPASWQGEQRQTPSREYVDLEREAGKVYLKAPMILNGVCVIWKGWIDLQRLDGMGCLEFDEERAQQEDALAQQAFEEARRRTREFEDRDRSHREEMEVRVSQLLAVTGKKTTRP
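Room-temperature protein-protein interaction test with 30 nM each of His-tagged CBF-beta and biotinylated RUNX1, 15 min with compound, then 90 min with nickel plus streptavidin beads. Signal read in AlphaScreen mode.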
Epigenetic derep: regulators of epigenetic silencing causing reporter derepression in mouse cells | AID 1865 | Potency, µM (highest dose often 53.9 µM), for the others: at the highest dose GFP activation, most hits filed as activators | actives 0.2% (n = 280,000) | murine LDR cells, GFP reporter derepression, 30 h; further: potency means the concentration at half of the fitted maximal effect; % of control where 0% means no effect; nearly all actives have a fitted effect of over 60% in size
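Readout is the number of GFP-expressing murine LDR cells, counted by cytometry following washing. Cells were treated with compound for 30 h at 37 C; the stably integrated CMV-GFP locus is normally silent.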
L3MBTL1 block: blocks human L3MBTL1 | Q9Y468 | AlphaScreen L3MBTL1–H3K9me1 peptide binding | Potency, µM (top dose mostly 57.1 µM), inactives show at the highest dose activity, negative = inhibition, hits mostly inhibitors | actives 0.66% (n = 230,000) | AID 485360; further: potency means the concentration at half of the fitted maximal effect; on the % scale 0 is the no-effect control and ±100 the full control effect; nearly all actives have a fitted effect of over 60% in size
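Read-out is AlphaScreen signal from streptavidin donor and nickel chelate acceptor beads (10 ug/mL final each) bridging L3MBTL1 (50 nM) and biotinylated K9-monomethylated H3(1-15) peptide (75 nM), after 30 min compound exposure at room temperature.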
HTT aggregate: reduces HttQ103-GFP aggregates in PC12 cells; Potency, µM (highest dose often 46.1 µM), for the others: at the highest dose activity change, negative = inhibition, usual class: inhibitors; actives 1.1% (n = 220,000); AID 1688; PC12 HttQ103-GFP aggregates, Acumen cytometry, 40 h; further: potency means the concentration at half of the fitted maximal effect; on the % scale 0 is the no-effect control and ±100 the full control effect; nearly all actives have a fitted effect of over 60% in size
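Huntingtin Q103 exon 1–GFP aggregates in induced PC12 cells (100 nM tebufenozide) were quantified by cytometry from lysates, with compounds dosed in titration.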
IMPase Li inh: membrane-permeable IMPase blocker, potentiated with lithium | CHO-M1 cells, IP1 TR-FRET (IP-One), carbachol + lithium | AID 1457 | Potency, µM (titrated, usually from 59.4 µM), for the others: at the highest dose activity, negative = IMPase inhibition, hits mostly inhibitors | actives 0.35% (n = 210,000);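 further: IP1 builds up when IMPase is blocked and the TR-FRET signal falls; potency means the concentration at half of the fitted maximal effect; plate controls were basal vehicle for no effect and high inhibitor control for full effect; nearly all actives have a fitted effect of over 50% in size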
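Test compounds were applied to CHO-M1 cells previously cultured for 16–30 h at 2000 per well. A small lithium amount accompanied them; after 30 min at 37C, IP1 was quantified by TR-FRET.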
NPSR antag: blocks cAMP signaling of the human neuropeptide S receptor; CHO-NPSR cells, cAMP TR-FRET, antagonist mode; AID 1461; Potency, µM (highest dose often 38.3 µM), for the others: at the highest dose activity change, negative = inhibition, hits mostly inhibitors; actives 1% (n = 220,000); further: potency means the concentration at half of the fitted maximal effect; on the % scale 0 is the no-effect control and ±100 the full control effect; nearly all actives have a fitted effect of over 50% in size; many of its hits are not listed in these tables
Target sequence (Q6W5P4 whole entry, looked up): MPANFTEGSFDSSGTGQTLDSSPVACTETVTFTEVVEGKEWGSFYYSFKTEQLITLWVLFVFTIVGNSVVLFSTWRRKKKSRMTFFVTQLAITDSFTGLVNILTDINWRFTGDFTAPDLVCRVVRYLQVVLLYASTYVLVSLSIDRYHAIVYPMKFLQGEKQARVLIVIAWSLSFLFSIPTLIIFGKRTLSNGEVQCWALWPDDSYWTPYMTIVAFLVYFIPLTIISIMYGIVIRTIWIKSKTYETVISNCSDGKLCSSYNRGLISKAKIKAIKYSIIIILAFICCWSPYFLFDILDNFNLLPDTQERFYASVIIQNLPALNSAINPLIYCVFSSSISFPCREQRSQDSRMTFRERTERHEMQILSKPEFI
KinaseGlo FLuc: Kinase-Glo luciferase inhibition (counter-screen) | Q27757 | Kinase-Glo luciferase, ATP luminescence, 8 min | Potency, µM (titrated, usually from 38.3 µM), for inactives: top-dose activity change, negative = inhibition, actives largely listed as inhibitors | actives 0.28% (n = 200,000) | AID 1379; further: potency means the concentration at half of the fitted maximal effect; on the % scale 0 is the no-effect control and ±100 the full control effect; nearly all actives have a fitted effect of over 60% in size
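Recombinant Kinase-Glo luciferase, 10 uM ATP (linear range), luciferin; imidazole pH 7.2 / KCl / MgCl2 / Tween / BSA buffer; 8 min RT; luminescence.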
An asterisk follows results filed as active; u = inconclusive; x = not tested or not shown; & = joins results of further samples; [ ] = dose if it differs, or a comment. The call rests on the fitted dose curve; in most records, active means well fitted curve in the direction sought with a large enough effect; inconclusive means small, poorly fitted or top-dose-only effect, or another doubt; inactive means no such curve, though single readings can be large; an effect the other way counts as inactive or inconclusive. An excerpt, so the mix of outcomes need not match the whole.

SMILES	CBFb RUNX1 block	Epigenetic derep	L3MBTL1 block	HTT aggregate	IMPase Li inh	NPSR antag	KinaseGlo FLuc
O=C(Nc1ccccc1N1CCOCC1)C1CCN(S(=O)(=O)c2ccccc2F)CC1	3%	-0.9%	-7%	-20%	3%	3%	-1%
C=CCNC(=O)CSc1cc([N+](=O)[O-])cc(S(=O)(=O)Cc2ccccc2)c1	-7%	1.1%	-5%	7%	12%	0%	2%
O=C(CSc1n[nH]c(=O)[nH]c1=O)c1cccc([N+](=O)[O-])c1	5%	-4.4%	x	11%	5%	-6%	-3%
Cn1nnc2cc(C(=O)N3CCN(c4ccccc4)CC3)ccc21	13%	0.9%	10%[11.4 µM]	2%	-5%[38.3 µM]	8%[46.1 µM]	1%
CCn1c(C)c(C2=CCN(S(=O)(=O)c3ccc(C)cc3)CC2)c2ccccc21	0%	u	-4%	16%	2%	-14%	-1%
Cn1c(N)cc(=O)n(Cc2ccccc2)c1=O	3%	2.7%&1.3%	-2%	6%	-4%&4%	12%	-4%&1%
O=C(c1ccco1)N1CCN(C(=O)c2oc(=O)c3ccccc3c2-c2ccccc2)CC1	3%	0.0%	3%	-4%	12%[38.3 µM]	-13%[46.1 µM]	2%
CCN(CC)CCN1C(=O)C(=O)/C(=C(/O)c2ccncc2)C1c1ccccc1F (configuration not stated)	5%	0.0%	-1%	2%	-17%[38.3 µM]	2%[46.1 µM]	-5%
N[C@@H](Cc1ccccc1)C(=O)O	14%	1.3%	x	1%	8%&4%	x	1%[7.66 µM]
CC(=O)Nc1ccc(NS(=O)(=O)c2ccc(Cl)c(C(=O)O)c2)cc1	6%	-0.2%	x	-9%	54%[activator][38.3 µM]	-12%[46.1 µM]	6%
CCCCN(CCCC)C(=O)c1cc(Cl)ccc1[N+](=O)[O-]	-1%	-1.9%	3%	21%	-1%	1%	-3%
CCOC(=O)C1=C(C)NC(=O)NC1c1cccc(O)c1 (configuration not stated)	-2%	0.2%	x	5%	-6%[38.3 µM]	-7%[46.1 µM]	1%
CCn1c(CSc2nc(C)cc(C)n2)nnc1SCC(=O)N1CCCc2ccccc21	4%	-1.0%	x	-5%	13%[38.3 µM]	-19%[46.1 µM]	1%
CC1=NNC(=O)C1CCC(=O)N/N=C/c1c(Cl)cccc1Cl (configuration not stated)	0%	-1.4%	9%	4%	-9%	18%	-3%
Cc1cc(NS(=O)(=O)c2ccc(NC(=O)Nc3cccc(Cl)c3)cc2)no1	-9%	-0.4%	-3%	12%	3%[38.3 µM]	-3%[46.1 µM]	-2%
CCOCCSC1=C(C#N)C(c2cccs2)C(C(C)=O)=C(C)N1 (configuration not stated)	8%	-1.0%	x	14%	3%[38.3 µM]	-11%[46.1 µM]	4%
COc1ccc(Cn2c(=O)[nH]c3cc(C(=O)NC4CCCC4)ccc3c2=O)cc1	1%	-3.2%	-5%	19%	-25%	-3%	4%
COc1ccc(OC)c2c(C)cc(N3CCN(C(=O)c4ccc(C)cc4)CC3)nc12	-7%	-0.2%	-6%	-7%[9.22 µM]	12%	-23%	2%
O=C1C2ON(c3ccccc3)C(c3cccnc3)C2C(=O)N1c1ccccc1 (configuration not stated)	9%	-0.8%	-5%	12%	18%[38.3 µM]	-5%[46.1 µM]	8%
FC(F)(F)c1cccc(Cc2noc(CN3CCC(c4ccncc4)CC3)n2)c1	16%	-5.6%	-11%	u	x	24%	x
Cc1cccc(-c2noc(CCCC(=O)Nc3ccc(C(N)=O)cc3)n2)c1	0%	-0.2%	x	3%	-11%[38.3 µM]	-14%[46.1 µM]	-1%
CC1SCC(NC(=O)c2ccc(Cl)cc2)CS1 (configuration not stated)	24%	0.0%	9%	-5%[9.22 µM]	x	-1%	x
COc1ccc([N+](=O)[O-])cc1N(CC(=O)O)S(C)(=O)=O	5%	2.1%	7%	32%	-5%	20%	0%
CCc1ccc(-n2c(=O)c3ccccc3n(CC(=O)NCc3ccco3)c2=O)cc1	-6%	-1.1%	x	-23%	5%	-1%	6%
CC(=O)NC(c1ccccc1)c1cc([N+](=O)[O-])c2cccnc2c1O (configuration not stated)	6%	-1.5%	7.1µM*	2.8µM*	6%	-12%	5%
CCn1c(Cc2cccs2)nnc1SCC(=O)NC(C)(C)C	11%	-2.7%	x	u	-6%	12%	-2%
O=C(C1=C[C@H](c2csc3ccccc23)C[C@H](OCCCCO)O1)N1CCN(Cc2ccc3c(c2)OCO3)CC1	-18%	0.0%	-3%	-2%[9.22 µM]	16%	u	x
O=C(O)c1cccc(-c2ccc(/C=N/n3cnc4sc5c(c4c3=O)CCCC5)o2)c1	-8%	-0.4%	x	3%[9.22 µM]	x	7%	x
Cc1cccc(NC(=O)Cn2cnc3sc(C)c(S(=O)(=O)N4CCC(C)CC4)c3c2=O)n1	2%	0.0%	-7%	-13%	-25%	3%[46.1 µM]	-1%
CCCc1cc(=O)[nH]c(SCC(=O)N2CCN(S(=O)(=O)c3ccc(C)cc3)C2)n1	-4%	-0.2%	x	19%	-8%[38.3 µM]	-13%[46.1 µM]	-3%
S=C(NCC(c1cccnc1)N1CCOCC1)NC1CCCCC1 (configuration not stated)	-5%	-0.3%	x	-8%	-3%	19%	x
CCN(CC)C(=O)C1CCCN(c2ccc([N+](=O)[O-])cc2/C=N/NC(=O)c2ccc([N+](=O)[O-])cc2)C1 (configuration not stated)	2%	-1.3%	4%	14%	-1%[38.3 µM]	-4%[46.1 µM]	3%
Cc1cc(=O)[nH]c(S)c1C#N	u	2.1%	8%	-6%[9.22 µM]	x	-9%	x
COc1ccc(N2CCN(C(c3ccc4ncccc4c3)c3nnnn3C(C)(C)C)CC2)cc1 (configuration not stated)	-7%	-1.2%	u	-15%	8%	-23%	5%
COc1ccc(/C=C(\C#N)C(=O)NCC2CCCO2)cc1OC (configuration not stated)	-5%	-1.2%	1%	-5%	2%[38.3 µM]	0%[46.1 µM]	-4%
O=C(CSc1nc(-c2cccs2)cc(C(F)(F)F)n1)Nc1cc(OCC(F)(F)C(F)F)cc([N+](=O)[O-])c1	4%	-1.0%	4%	6%	13%	-44%	2%

An excerpt of these results, with each value named.
Cc1cc(=O)[nH]c(S)c1C#N
  CBFb RUNX1 block = u
  Epigenetic derep = 2.1%
  L3MBTL1 block = 8%
  HTT aggregate = -6%[9.22 µM]
  IMPase Li inh = x
  NPSR antag = -9%
  KinaseGlo FLuc = x
COc1ccc(N2CCN(C(c3ccc4ncccc4c3)c3nnnn3C(C)(C)C)CC2)cc1 (configuration not stated)
  CBFb RUNX1 block = -7%
  Epigenetic derep = -1.2%
  L3MBTL1 block = u
  HTT aggregate = -15%
  IMPase Li inh = 8%
  NPSR antag = -23%
  KinaseGlo FLuc = 5%

Following part:
SMILES	CBFb RUNX1 block	Epigenetic derep	L3MBTL1 block	HTT aggregate	IMPase Li inh	NPSR antag	KinaseGlo FLuc
C=CCNC(=O)COc1ccc(S(=O)(=O)N2CCCC2)cc1	0%	0.0%	2%	x	6%	16%	0%
Cc1noc(C)c1C(=O)NC(C)C1CCCO1 (configuration not stated)	5%	-1.1%	x	4%	12%[38.3 µM]	-17%[46.1 µM]	6%
O=[N+]([O-])c1ccc2nc(-c3ccc(Cl)cc3)[nH]c2c1	-18%	0.0%	0%	u	13%	-11%	-4%
Cc1cc(/C=C2\SC(=Nc3ccc(F)cc3)NC2=O)c(C)n1-c1ccc(S(N)(=O)=O)cc1	-15%	-1.0%	x	u	32%[activator][38.3 µM]	10µM*	1%
CCOC(=O)c1nnn(CC(=O)Nc2cccc(OC)c2)c1C(=O)OCC	4%	0.6%	8%	0%	-1%[38.3 µM]	-12%[46.1 µM]	-5%
O=C(Nc1c(-c2cccs2)nc2ccccn12)c1ccc2ccccc2c1	-2%	2.1%	-10%	-15%	0%	-12%	-1%
COc1cc(CNc2ccccc2Oc2cc(=O)n(C)c(=O)n2C)cc(OC)c1OC	5%	1.9%	0%	u	-5%[38.3 µM]	-13%[46.1 µM]	0%
CN(C)S(=O)(=O)N1CCN(C(=O)N2CCOCC2)CC1	-1%	2.8%	x	10%	19%[38.3 µM]	-13%[46.1 µM]	-2%
CC(=O)Nc1ccc(S(=O)(=O)N2CCN(S(=O)(=O)N3CCCCC3)CC2)cc1	11%	0.0%	x	-4%	-5%	18%	x
Cc1ccc(C=NCc2ccncc2)c(O)c1	-9%	-0.4%	-2%	-11%	-11%[38.3 µM]	0%[46.1 µM]	-5%
CC1CCCC(NC(=O)COC(=O)c2ccccc2NC(=O)c2ccco2)C1C (configuration not stated)	-6%	-1.8%	x	-4%	u	u	-1%
CN1/C(=C\C(=O)c2cccs2)Sc2ccccc21	23%	0.2%	52%[activator]	16µM*	x	-20%[46.1 µM]	x
O=C(Nc1ccccc1)Nc1nccs1	3%	-1.8%	8%	0%	9%[38.3 µM]	6%[46.1 µM]	-2%
Cc1nc(C)c(C(=O)NCc2ccc(Cl)cc2)o1	1%	3.7%	-2%	-30%	4%[38.3 µM]	2%[46.1 µM]	1%
O=C(Nc1ccc(N2CCN(c3ncccc3C(F)(F)F)CC2)nc1)c1cccs1	-6%	5.6%	-28%	17%[9.22 µM]	x	u	x

Whole records as entered above. Values in the order: CBFb RUNX1 block | Epigenetic derep | L3MBTL1 block | HTT aggregate | IMPase Li inh | NPSR antag | KinaseGlo FLuc
Results for `Cc1noc(C)c1C(=O)NC(C)C1CCCO1` (configuration not stated) → 5% | -1.1% | x | 4% | 12%[38.3 µM] | -17%[46.1 µM] | 6%
Results for `COc1cc(CNc2ccccc2Oc2cc(=O)n(C)c(=O)n2C)cc(OC)c1OC` → 5% | 1.9% | 0% | u | -5%[38.3 µM] | -13%[46.1 µM] | 0%
Results for `CN1/C(=C\C(=O)c2cccs2)Sc2ccccc21` → 23% | 0.2% | 52%[activator] | 16µM* | x | -20%[46.1 µM] | x
Results for `CC1CCCC(NC(=O)COC(=O)c2ccccc2NC(=O)c2ccco2)C1C` (configuration not stated) → -6% | -1.8% | x | -4% | u | u | -1%
Results for `C=CCNC(=O)COc1ccc(S(=O)(=O)N2CCCC2)cc1` → 0% | 0.0% | 2% | x | 6% | 16% | 0%

Assay outcomes deposited in PubChem BioAssay by National Center for Advancing Translational Sciences (NCATS).
